High-throughput results from PubChem.
tim23-1 inh: growth inhibitors of tim23-1 mutant yeast, primary screen, luminescence, uHTS | hit rate 1.3% among 330,000 | S. cerevisiae tim23-1 growth, BacTiter-Glo luminescence, 24 h | inhibition, % at 20 µM | AID 463212, 2010;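 active means growth inhibition of the mutant yeast at or above 50%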;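 further: temperature-sensitive mutant grown at 25 °C; plate controls were DMSO-treated mutant yeast for no effect and medium wells lacking yeast for full effect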
APJ ag: agonists of human apelin receptor APJ, primary screen, CHO-K1 cells, PathHunter beta-arrestin, luminescence. activation, % at 20 µM. AID 2520, 2010. 0% DMSO wells, 100% apelin. hit rate 0.11% among 330,000. P35414;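 active means activation more than six SD over the plate average, tested at 20 µM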;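 further: 0% = DMSO alone and 100% = apelin-13 at 10 nM; some results filed as inactive read as strong as hits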
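Assay system – PathHunter CHO-K1 APJ (AGTRL-1) beta-arrestin reporter cells · Compound – one dose, 20 µM compound, 1% DMSO · Timing – compound 90 min 25 °C, reagent 1 h · Measured by – luminescence from split beta-galactosidase complementation, Galacton Star/Emerald II substrate · Measure – beta-arrestin recruitment to APJ as agonist activity, luminescent signal · Benchmarks – DMSO vs Apelin-13 10 nM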
CCR6 antagonist: CCR6 receptor antagonists, primary screen, cell-based, CHO-K1, luminescence, beta-arrestin, uHTS | CHO-K1 CCR6 PathHunter beta-arrestin, CCL20-stimulated | inhibition, % at 20 µM | hit rate 0.49% among 340,000;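 active means compounds whose inhibition of the agonist-driven luminescence signal at 20 µM reaches about 50%, limit read from the data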;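 further: cells stimulated with CCL20 at 14 nM final; plate controls were DMSO with CCL20 for no effect and DMSO without agonist for full effect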
Target sequence (P51684 whole entry, looked up): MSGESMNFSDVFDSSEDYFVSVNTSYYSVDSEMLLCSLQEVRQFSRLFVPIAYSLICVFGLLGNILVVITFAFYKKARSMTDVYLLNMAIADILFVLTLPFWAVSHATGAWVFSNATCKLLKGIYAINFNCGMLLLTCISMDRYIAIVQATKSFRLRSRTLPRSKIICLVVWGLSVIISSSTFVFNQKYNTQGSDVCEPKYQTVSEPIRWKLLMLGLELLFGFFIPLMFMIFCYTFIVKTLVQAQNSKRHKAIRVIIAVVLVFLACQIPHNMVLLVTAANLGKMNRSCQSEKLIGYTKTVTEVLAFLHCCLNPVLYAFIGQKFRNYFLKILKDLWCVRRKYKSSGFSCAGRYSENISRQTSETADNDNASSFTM
CXCR6 inh: CXCR6 receptor inhibitors, primary screen, cell-based, beta-arrestin, luminescence, CHO-K1 PathHunter, 1536-well | C-X-C chemokine receptor type 6 (Homo sapiens), O00574 | inhibition, % at 20 µM | hit rate 0.36% among 360,000; in the data active means inhibition above about 34%, passing the limit was not always enough;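 further: antagonist mode with CXCL16 agonist at 10 nM final; 0% = 10 nM CXCL16 with DMSO and 100% = unstimulated wells without agonist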
Target sequence (O00574 whole entry, looked up): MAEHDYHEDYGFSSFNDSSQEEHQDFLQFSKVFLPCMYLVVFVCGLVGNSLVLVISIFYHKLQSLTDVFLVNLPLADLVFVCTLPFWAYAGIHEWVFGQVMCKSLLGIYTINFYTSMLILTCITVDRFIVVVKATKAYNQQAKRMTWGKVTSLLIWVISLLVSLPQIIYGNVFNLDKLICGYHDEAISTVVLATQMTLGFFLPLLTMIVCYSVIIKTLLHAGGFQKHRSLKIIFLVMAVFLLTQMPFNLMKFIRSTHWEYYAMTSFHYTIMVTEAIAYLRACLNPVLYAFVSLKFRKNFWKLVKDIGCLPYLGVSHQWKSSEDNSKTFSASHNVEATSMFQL
UPR XBP1 act: activators of adaptive XBP1 UPR arm, primary screen, cell-based, CHO-XBP1 luciferase reporter, luminescence, uHTS; IRE1-XBP1 UPR activation; percent of tunicamycin response, DMSO as zero; activation, % at 20 µM; hit rate 0.33% among 330,000;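 active means versus positive control, 20 µM dose yields 30% or more activation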;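 further: 100% = tunicamycin at 10 µg/mL and 0% = DMSO only wells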
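Material: CHO cell line with stable XBP1 luciferase reporter; buffer or medium: F12 medium containing 10% fetal bovine serum; compound: single point, 20 µM final compound, 1% DMSO; incubation: 6 h treatment, 37 °C; measured by: glow luminescence from Steady-Glo reagent; evaluation: activation, % of tunicamycin; control set: tunicamycin high, DMSO low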
Mdm2 MdmX PPI: inhibitors of human Mdm2-MdmX association, primary screen, cell-based, luminescence, split luciferase, SaOS-2, uHTS; Protein Mdm4 (Homo sapiens) + E3 ubiquitin-protein ligase Mdm2 (Homo sapiens), …; SaOS-2 split-luciferase Mdm2/MdmX complementation; inhibition, % at 8 µM; hit rate 3% among 330,000;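 active means inhibition of at least 50% at 8 µM in the primary screen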
EBI2 block: EBI2 receptor antagonists, beta-arrestin recruitment, primary screen, cell-based, luminescence, 7a,25-OHC stimulation, uHTS; G-protein coupled receptor 183 (Homo sapiens), P32249; 7a,25-OHC stimulated; inhibition, % at 5 µM; hit rate 0.81% among 360,000; in the data active means inhibition above about 38%;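 further: enzyme fragment complementation signal reports receptor beta-arrestin coupling in cells; 0% = agonist plus DMSO wells and 100% = wells without agonist; some results beyond the cut were filed as inactive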
Target sequence (P32249 whole entry, looked up, the tested form may be a part): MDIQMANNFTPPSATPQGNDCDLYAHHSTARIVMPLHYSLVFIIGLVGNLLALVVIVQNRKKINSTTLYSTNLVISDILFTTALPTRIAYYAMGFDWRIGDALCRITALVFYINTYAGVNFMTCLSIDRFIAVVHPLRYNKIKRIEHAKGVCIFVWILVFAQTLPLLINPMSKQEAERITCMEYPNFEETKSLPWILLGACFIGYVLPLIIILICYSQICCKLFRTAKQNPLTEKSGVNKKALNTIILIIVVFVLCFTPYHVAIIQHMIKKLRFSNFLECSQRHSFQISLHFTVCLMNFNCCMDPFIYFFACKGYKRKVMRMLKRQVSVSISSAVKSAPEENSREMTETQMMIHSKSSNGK
APJ antagonist: antagonists of human apelin receptor APJ, primary screen, CHO-K1 cells, beta-arrestin complementation, luminescence. P35414. hit rate 0.32% among 330,000. inhibition, % at 20 µM;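 active means inhibition above about 40% at 20 µM, limit read from the data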;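 further: cells challenged with 10 nM apelin-13 agonist together with compound; plate controls were apelin-13 plus DMSO wells for no effect and DMSO wells lacking apelin-13 for full effect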
UPR CHOP act: activators of apoptotic CHOP UPR arm, primary screen, cell-based, CHO-CHOP luciferase reporter, luminescence, uHTS | UPR activation; percent of tunicamycin response over DMSO baseline | activation, % at 10 µM | hit rate 0.34% among 330,000;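 active means at 10 µM dose, activation of 40% or more, normalized to positive control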;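 further: 100% = tunicamycin at 10 µg/mL and 0% = DMSO alone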
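Test system: CHO-CHOP cells, stable luciferase reporter of PERK-eIF2a-CHOP signalling | Quantity: 500 CHO-CHOP cells per well | Buffer or medium: F12 plus 10% serum | Compound dosing: 10 µM single point, 0.5% DMSO | Schedule: 6 h compound treatment, 37 °C | Signal: Luciferase luminescence | Control set: Tunicamycin high control, DMSO low control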
Starred values were filed as active, the others as inactive; . = no result given. A portion of the library; rates above refer to the full screens.

The opening 2 entries as a preview:
mol | tim23-1 inh | APJ ag | CCR6 antagonist | CXCR6 inh | UPR XBP1 act | Mdm2 MdmX PPI | EBI2 block | APJ antagonist | UPR CHOP act
CC(C)CCC(C(=O)O)C(C)CC(=O)Nc1ccn(-c2ccccc2)n1 (stereo not given) | 20 | -2 | -3 | -8 | -1 | -16 | -8 | -7 | 0.2
O=C(N/N=C/c1ccccc1)c1ccc(N2CCCC2=O)cc1 | -11 | 4 | 2 | -4 | 0 | 5 | 5 | -3 | 0.3

Results, previewed entries included:
mol | tim23-1 inh | APJ ag | CCR6 antagonist | CXCR6 inh | UPR XBP1 act | Mdm2 MdmX PPI | EBI2 block | APJ antagonist | UPR CHOP act
CC(C)CCC(C(=O)O)C(C)CC(=O)Nc1ccn(-c2ccccc2)n1 (stereo not given) | 20 | -2 | -3 | -8 | -1 | -16 | -8 | -7 | 0.2
O=C(N/N=C/c1ccccc1)c1ccc(N2CCCC2=O)cc1 | -11 | 4 | 2 | -4 | 0 | 5 | 5 | -3 | 0.3
O=c1cnnc(SCCc2ccccc2)[nH]1 | -5 | -3 | -5 | -8 | 1 | 21 | -4 | -12 | 0.4
CCCN1C(=O)/C(=C\C=C2/C=CN(CC)c3ccccc32)SC1=S | 22 | -3 | 43 | 33 | -3 | -9 | 14 | -22 | 2.4
CCOc1ccc(CNCc2ccc(C(=O)O)cc2)cc1OC | 8 | -2 | -12 | 4 | -3 | -1 | -9 | -7 | -0.7
Cc1ccnc(NC(=O)C2CCCN(c3ncnc4c3nc3n4CCCCC3)C2)c1 (stereo not given) | 33 | -4 | 15 | 4 | 0 | 10 | 2 | -18 | 0.4
CC(C)C[C@@H](CO)N1CCN(CCc2ccccc2)CCC1=O | -9 | -5 | 16 | -4 | 5 | 3 | -8 | 13 | 1.0
Cc1c(CNC(=O)c2cnn3c2NC(c2ccc(Br)cc2)CC3C(F)(F)F)cnn1C (stereo not given) | -5 | -2 | 2 | 5 | -5 | 7 | 11 | -11 | 0.5
O=C(NCCc1ccccc1)c1ccc(NCC2CCCO2)c([N+](=O)[O-])c1 (stereo not given) | 28 | -5 | 16 | 4 | 1 | -8 | -2 | 21 | 3.2
O=C(CSc1n[nH]c(-c2cccs2)n1)N1CCN(S(=O)(=O)c2ccc3ccccc3c2)CC1 | 12 | 0 | 13 | 2 | -5 | 5 | 4 | 8 | 1.3
COc1ccc2cc3c(N)nn(C(=O)c4cccc([N+](=O)[O-])c4)c3nc2c1 | -9 | -2 | -9 | -1 | 0 | 88* | 6 | -8 | -0.7
COc1ccc(N(CC(=O)NCc2ccccc2)S(C)(=O)=O)cc1 | 4 | 1 | -34 | -12 | 0 | -10 | -16 | -3 | 1.4
CC(C)C(=O)Nc1ccc(NC(=O)CCc2ccccc2)cn1 | 5 | -1 | 3 | -2 | -1 | -3 | -5 | 4 | -0.1
CCOc1ccc(NC(=O)COc2coc(CN3CCc4ccccc4C3)cc2=O)cc1 | 0 | 9 | 6 | -4 | -2 | 13 | 13 | 9 | -1.8
O=C(COC(=O)/C=C/c1ccccc1)NC(=O)NC1CCCCC1 | 36 | -6 | 10 | -6 | 0 | -1 | 4 | 10 | 1.5
CCc1nnc(SCC(=O)Nc2ccc(F)cc2)o1 | 13 | -1 | 5 | -2 | -5 | -1 | -3 | -4 | 1.6
O=C(COC(=O)Cc1c[nH]c2ccccc12)Nc1ccccc1C(F)(F)F | 21 | -3 | 3 | 2 | 1 | 6 | -3 | -13 | 0.2
O=c1[nH]c(SCc2ccccc2[N+](=O)[O-])nc2nc[nH]c12 | 14 | -6 | 10 | 7 | 1 | 10 | -14 | -8 | 0.8
COc1ccccc1CNC(=O)[C@H](C)N1C(=O)N2CCc3c([nH]c4ccccc34)[C@@]2(C)C1=O | 23 | -3 | 5 | -4 | -3 | 28 | -2 | -5 | -1.0
C=C[C@@H]1c2ccccc2N(S(=O)(=O)c2ccc(C)cc2)[C@H](c2ccc(C(F)(F)F)cc2)C1(C#N)C#N | 5 | -5 | 9 | 1 | -5 | 23 | 3 | 0 | 0.8
c1ccc2oc(NC3=NCN(CC4CCCO4)CN3)nc2c1 (stereo not given) | 23 | 1 | 7 | 0 | 1 | 0 | 2 | -36 | 4.2
Cc1cc(C(=O)N(C)Cc2ccc(Br)cc2)no1 | 1 | -3 | 8 | -6 | -2 | 23 | -5 | 0 | -1.4
COc1cc(CNC2CCCCCCC2)cc(Cl)c1OCC(N)=O | -10 | -3 | -3 | 1 | -1 | 3 | -4 | 19 | 2.0
Cc1cc(=O)oc2c(C)c(OCC(=O)NC3CCN(Cc4ccccc4)CC3)ccc12 | -8 | -5 | 14 | 7 | -4 | 19 | 4 | -16 | -1.8
O=C(CN1CCc2cc3c(cc2C1)OCCCO3)Nc1cccc([N+](=O)[O-])c1 | 23 | -2 | 0 | -1 | -5 | 6 | 5 | -24 | 1.0
Cc1ccc(-c2csc(N3CCN(c4cc5c(cc4Cl)nc(C)n5CCN4CCCCC4)CC3)n2)cc1 | 47 | -1 | 20 | 7 | 1 | 41 | 7 | 13 | 2.1
CC1CCCCC1NC(=O)COC(=O)c1ccc(N(C)C)cc1 (stereo not given) | 24 | 13 | 7 | 5 | 2 | 9 | 5 | -19 | -0.2
CCOc1cc(N2CCOCC2)c(OCC)cc1NC(=O)CSc1nc(N)cc(=O)[nH]1 | 2 | -1 | -2 | -18 | 4 | 10 | -6 | -6 | 1.2
CCC(Sc1nc2ccccc2c2nc3ccccc3n12)C(=O)NCc1ccco1 (stereo not given) | -2 | 3 | . | . | 1 | -18 | . | -7 | -1.5
COc1ccc(C(CC(=O)N2CCOCC2)c2c(OC)cc(OC)c3c(-c4ccccc4)cc(=O)oc23)cc1 (stereo not given) | 11 | -6 | 15 | -4 | 8 | 11 | 0 | -36 | -0.7
Cc1cccc(NC(=S)NCc2ccccc2)c1C | 25 | -4 | 4 | 10 | -4 | -9 | 0 | -6 | 2.0
Cc1ccc(C2=CC(=O)C[C@H](c3ccc(Cl)cc3)C2)cc1 | 45 | -5 | 24 | -3 | 5 | 26 | 74* | -8 | 0.1
COC(=O)c1ccc(OCCn2cnc3ccccc3c2=O)cc1 | 3 | -6 | -7 | -2 | 2 | -15 | 10 | -11 | 2.4
CCc1ccccc1NC(=O)NC1CCCCCCC1 | 27 | 0 | 7 | -8 | -2 | 12 | 4 | -33 | 1.8
CN(C)c1ccc(/C=N\NC(=O)c2cccc3cc[nH]c23)cc1 | 2 | 1 | -3 | 6 | 5 | 30 | 7 | -18 | 5.5
CC(C)(C)CC(=O)Nc1ccc(S(=O)(=O)NC2=NCCCCC2)cc1 | 1 | 1 | -3 | 7 | 1 | 0 | -10 | 4 | -0.6
CCOC(=O)N1CCN(C(=O)CSCC(=O)Nc2nc(-c3ccc(-c4ccccc4)cc3)cs2)CC1 | 26 | 15 | -2 | -4 | 6 | -77 | -11 | -5 | 10
COc1cc2c(cc1OC)-c1cc(Nc3ccc4c(c3)OCCO4)nc(=O)n1CC2 | 2 | 0 | -2 | -3 | -4 | 68* | 0 | -8 | -2.5
CC(C)c1ccc(N2C(=O)/C(=C/N(C)C)SC2=S)cc1 | 11 | -1 | 21 | -3 | 1 | 15 | 13 | -7 | 1.6
COc1cccc(NC(=S)N2CCN(Cc3ccccc3)CC2)c1 | -6 | -6 | 2 | 0 | -5 | 7 | 0 | 9 | -0.1
Cc1cc(C)n(CC2CC(=O)N(c3cc(Cl)cc(Cl)c3)C2=O)n1 (stereo not given) | 22 | -1 | 9 | -7 | -2 | -9 | -2 | 7 | -1.3
CCN(Cc1cnn(C)c1)C(=O)c1cc(COc2ccc(F)cc2F)on1 | 13 | -2 | -6 | -4 | -1 | 17 | -2 | 0 | 2.2
COc1cc(OC)c(-c2cc(C(=O)O)ccc2OC)c(OC)c1 | 14 | 1 | -1 | -3 | -1 | 5 | 6 | -3 | 0.3
COc1cc(OC)cc(-c2nnc(NC(=O)CCS(=O)(=O)c3ccccc3)o2)c1 | 0 | 9 | 20 | 3 | -1 | 43 | -2 | 1 | -2.7
O=C(Cn1c(=O)c2c(ncn2C2CCCC2)n(Cc2ccccc2)c1=O)N1CCc2ccccc21 | 23 | 1 | 4 | 0 | -2 | -1 | 3 | 1 | 0.5
N#C/C(=C(/O)CSc1ccccc1C(=O)O)c1nc2ccccc2s1 | 5 | -5 | -4 | 7 | 3 | 19 | 4 | -1 | -1.0
CC(=O)c1c(C)nc(-c2ccccc2)n1O | -7 | -6 | -1 | 0 | -4 | -8 | -8 | 14 | -1.1
CCCS(=O)(=O)N1CCN(Cc2ccc([N+](=O)[O-])cc2)CC1 | -1 | 1 | 6 | -11 | -3 | 17 | -7 | -2 | 1.4
CCOc1ccc(NC(=O)CC2C(=O)N(CC)C(=S)N2NC(=O)c2ccncc2)cc1 (stereo not given) | 3 | -3 | -1 | -8 | -2 | 16 | -3 | -7 | 0.8
COc1cccc(CNC(=O)C(C)n2nc(C)n3c(cc4occc43)c2=O)c1 (stereo not given) | 16 | 0 | 4 | 6 | 3 | 2 | 5 | 37 | 2.4
Cc1cc(OCC(=O)NCCN2CCOCC2)cc(C)c1Br | -8 | -4 | 8 | -3 | -3 | 12 | 1 | 2 | 0.1
CC1CCN(C(=O)c2cc3ccccc3cc2O)CC1 | 31 | 2 | -3 | -5 | 0 | 22 | 10 | 6 | 0.5
COc1cccc(-c2ccc(SCC(=O)N3CCN(c4ccccc4)CC3)nn2)c1 | 17 | 0 | 19 | 12 | -1 | 18 | 12 | -18 | 1.5
O=C(NCC1CCCN(C(=O)Cc2ccccc2Cl)C1)c1ccc(F)cc1 (stereo not given) | 10 | -5 | 15 | -3 | -8 | 2 | -6 | 19 | 0.1
N=C1S/C(=C\c2cccc3ccccc23)C(=O)N1c1ccc(F)cc1 | 27 | 0 | -4 | 5 | 4 | 56* | 28 | -1 | 2.0
CCn1cc(C(=O)Nc2ccc3c(c2)OCCO3)c2cc(OC)c(OC)cc2c1=O | -8 | 0 | -4 | 0 | -2 | 21 | 0 | 1 | -1.6
